RORg inh: ROR gamma (mouse) transcription inhibition | AID 2551 | 5.4% of 310,000 active | Drosophila S2 Gal4-RORgamma UAS-luciferase reporter, 20 h | Potency, µM (highest dose often 53.6 µM), for the others: top-dose activity change, negative = inhibition, hits mostly inhibitors; note: % is set by controls: 0 for no effect and ±100 for the full control effect; nearly all actives have a fitted effect of over 60% in size
Target sequence (P51450 whole entry, looked up, the tested form may be a part): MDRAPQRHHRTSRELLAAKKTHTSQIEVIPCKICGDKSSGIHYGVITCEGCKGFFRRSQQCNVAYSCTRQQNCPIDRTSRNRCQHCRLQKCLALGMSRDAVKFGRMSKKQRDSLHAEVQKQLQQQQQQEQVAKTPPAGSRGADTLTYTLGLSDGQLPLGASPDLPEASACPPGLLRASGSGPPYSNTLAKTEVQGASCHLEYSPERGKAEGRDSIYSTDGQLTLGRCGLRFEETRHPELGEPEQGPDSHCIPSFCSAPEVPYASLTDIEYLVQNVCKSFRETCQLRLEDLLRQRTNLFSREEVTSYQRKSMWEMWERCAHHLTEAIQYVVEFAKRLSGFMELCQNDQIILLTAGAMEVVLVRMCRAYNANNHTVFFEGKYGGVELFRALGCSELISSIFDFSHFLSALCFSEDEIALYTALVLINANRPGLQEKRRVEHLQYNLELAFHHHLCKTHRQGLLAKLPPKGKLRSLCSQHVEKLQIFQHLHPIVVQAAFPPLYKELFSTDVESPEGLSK
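Read-out: Photinus luciferase luminescence; inhibitors lower reporter signal. Insect Schneider cells with Gal4-ROR gamma fusion under metallothionein promoter, UAS reporter; 700 uM final copper sulfate induction, 20 hr, ambient temperature.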
Rab9 prom act: activates the Rab9 promoter. Huh7 Rab9 promoter-luciferase reporter, luminescence, 24 h. Potency, µM (series often up to 9.22 µM), for the others: at the top dose activation, negative = inhibition, actives largely listed as activators. 2.8% of 320,000 active; note: % of control where 0% means no effect; nearly all actives have a fitted effect of over 60% in size
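Rab9 promoter-driven luciferase in stably transfected Huh7 cells; 1500 cells/well rested 2 h, exposed to compound in DMSO for 24 h at 37 °C, 5% CO2. Luminescence read 10 min after adding luciferase reagent at ambient temperature.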
FLuc counter: counter-screen for miR-21 project: firefly luciferase inhibitors or activators. 6.9% of 360,000 active. Potency, µM (series often up to 57.5 µM), without a hit: at the highest dose activity change, negative = inhibition, actives largely listed as inhibitors. P08659. purified FLuc, Km substrates, luminescence inhibition;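 note: plate controls were vehicle for no effect and reference inhibitor for full effect; nearly all actives have a fitted effect of over 55% in size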
Target sequence (P08659 whole entry, looked up): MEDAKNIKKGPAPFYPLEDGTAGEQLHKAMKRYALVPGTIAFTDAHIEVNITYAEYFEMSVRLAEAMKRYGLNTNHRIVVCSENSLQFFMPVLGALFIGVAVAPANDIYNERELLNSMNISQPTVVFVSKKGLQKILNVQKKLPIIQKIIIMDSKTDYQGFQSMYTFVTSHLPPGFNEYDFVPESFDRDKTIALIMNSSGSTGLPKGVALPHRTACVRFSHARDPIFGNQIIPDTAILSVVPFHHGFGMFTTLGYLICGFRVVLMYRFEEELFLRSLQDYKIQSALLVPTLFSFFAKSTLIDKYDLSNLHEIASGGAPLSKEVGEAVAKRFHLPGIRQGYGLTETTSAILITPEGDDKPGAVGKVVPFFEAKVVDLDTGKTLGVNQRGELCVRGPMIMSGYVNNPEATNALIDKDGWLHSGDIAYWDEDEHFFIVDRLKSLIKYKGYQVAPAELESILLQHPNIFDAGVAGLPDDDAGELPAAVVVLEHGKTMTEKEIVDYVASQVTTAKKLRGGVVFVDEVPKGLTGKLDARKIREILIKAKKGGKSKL
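Biochemical qHTS of compounds, final roughly 60 µM downward over six points, against 10 nM purified firefly luciferase using Km concentrations of substrates (10 uM D-luciferin, 10 uM ATP) in Tris acetate pH 7.5 buffer; luminescence output.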
VP16 counter: inhibits Gal4-VP16 luciferase reporter, ROR gamma counter-screen. Potency, µM (titrated, usually from 53.6 µM), for the others: at the top dose activity, negative = inhibition, hits mostly inhibitors. 3.5% of 310,000 active. Drosophila S2 Gal4-VP16 UAS-luciferase, luminescence, 20 h;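 note: Gal4-VP16 expression switched on by copper sulfate through the metallothionein promoter; % is set by controls: 0 for no effect and ±100 for the full control effect; nearly all actives have a fitted effect of over 50% in size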
BRCA1 expr up: increases BRCA1 expression; MCF7-BRCA1-FFLuc reporter, luminescence, 48 h; response scale: scaled: vehicle 0%, 10 µM genistein 100%; Potency, µM (highest dose often 46.1 µM), for the others: top-dose activation, hits mostly activators; 1.1% of 380,000 active; AID 624202; note: nearly all actives have a fitted effect of over 80% in size; some results filed as inactive show a strong effect at the top dose
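Luminescence from a BRCA1-driven firefly luciferase in MCF7 cells was the read-out, taken 15 min after substrate addition following 48 h compound exposure at 37 °C. Data were normalized to a 10 microM genistein control and DMSO vehicle.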
uPA generation: inhibitors of cell surface uPA generation; cell surface uPA generation assay, qHTS; Potency, µM (doses to about 38.3 µM), for inactives: at the top dose activity change, negative = inhibition, usual class: inhibitors; 0.31% of 330,000 active; AID 540303; active = well fitted inhibition curve with a large enough effect; inconclusive = small, poorly fitted or top-dose-only effect; inactive = no such curve, though single readings can be large or run the other way; tested in mouse RAW 264.7 cells; note: % is set by controls: 0 for no effect and ±100 for the full control effect; nearly all actives have a fitted effect of over 55% in size
NPC1 prom act: NPC1 promoter activation; Huh7 NPC1 promoter luciferase reporter, 24 h; Potency, µM (series often up to 9.22 µM), inactives show at the top dose activation, most hits filed as activators; AID 485313; 2.4% of 320,000 active;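 note: % of control where 0% means no effect; nearly all actives have a fitted effect of over 60% in size; reporter is driven by a mutant NPC1 promoter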
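Cells: Huh7 expressing luciferase under the NPC1 promoter, 1500/well. Seeded 2 h, compound added, incubated 24 h at 37 °C. Luciferase reagent, 10 min ambient, then luminescence.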
* marks the source's active call; other numbers are inactive results; ? = inconclusive; nt = no result given; & = joins results of further samples; [ ] = remark or other dose. Unless noted, calls come from the whole dose curve; as a rule, active = well fitted curve in the direction sought with a large enough effect; inconclusive = small, poorly fitted or top-dose-only effect, or another doubt; inactive = no such curve, though single readings can be large; an effect the other way counts as inactive or inconclusive. Potency is the fitted concentration of half-maximal effect.

SMILES	RORg inh	Rab9 prom act	FLuc counter	VP16 counter	BRCA1 expr up	uPA generation	NPC1 prom act
CCCN1CCCC(c2cccc(S(C)(=O)=O)c2)C1 (centres undefined)	14%	nt	nt	-4%	nt	nt	nt
O=c1cc(O)c(Cl)c[nH]1	-2%	nt	nt	10%	nt	nt	nt
CCOC(N)=O	2%	nt	nt	1%	nt	nt	nt
NC(=O)C1(N2CCCCC2)CCN(CCCC(=O)c2ccc(F)cc2)CC1	16%&22%	nt	nt	-6%&-7%	nt	nt	nt
CC1O[C@@H](O[C@H]2C(Oc3cc(O)c4c(=O)cc(-c5ccc(O)cc5)oc4c3)OC(CO)C(O)C2O)C(O)C(O)C1O (some centres undefined)	2%	nt	nt	-7%	nt	nt	nt
C=CCn1c(=O)n(C2OC(CO)C(O)C2O)c2nc(N)[nH]c(=O)c21 (centres undefined)	-7%	nt	nt	-8%	nt	nt	nt
OC[C@@H](O)CN1CCN(c2ccccc2)CC1	17%[16.9 µM]	nt	nt	-5%[17 µM]	nt	nt	nt
Cc1cn(C2CC(O)C(CO)O2)c(=O)[nH]c1=O (centres undefined)	45%	nt	nt	5%	nt	nt	nt
NC(CC(=O)Nc1ccc(Oc2cc(F)c(F)cc2Br)cc1)C(=O)O (centres undefined)	16%	nt	nt	0%	nt	nt	nt
CCCCCCCCCCCCCCC[C@H](O)[C@@H](N)CO	-20%	nt	nt	6%	nt	nt	nt
C[C@H](N[C@@H](C)COc1ccccc1)[C@H](O)c1ccc(O)cc1	-21%[2.98 µM]	nt	nt	-6%[17 µM]	nt	nt	nt
CC(=O)Oc1ccc(C(=C2CCCCC2)c2ccc(OC(C)=O)cc2)cc1	12%&4%	nt	nt	3%&0%	nt	nt	nt
C#C[C@@]1(O)CC[C@@H]2[C@@H]3CCC4=CC(=O)CC[C@@H]4[C@H]3CC[C@]21CC	2%[16.9 µM]	nt	nt	4%[17 µM]	nt	nt	nt
C=C1c2cccc(O)c2C(O)=C2C(=O)[C@]3(O)C(O)=C(C(N)=O)C(=O)C(N(C)C)C3C(O)C12 (some centres undefined)	3%	nt	nt	?	nt	nt	nt
CCCC[C@H](O)c1ccccc1	-24%	nt	nt	4%	nt	nt	nt

Next part; it opens with the six that closed the last part.
SMILES	RORg inh	Rab9 prom act	FLuc counter	VP16 counter	BRCA1 expr up	uPA generation	NPC1 prom act
CCCCCCCCCCCCCCC[C@H](O)[C@@H](N)CO	-20%	nt	nt	6%	nt	nt	nt
C[C@H](N[C@@H](C)COc1ccccc1)[C@H](O)c1ccc(O)cc1	-21%[2.98 µM]	nt	nt	-6%[17 µM]	nt	nt	nt
CC(=O)Oc1ccc(C(=C2CCCCC2)c2ccc(OC(C)=O)cc2)cc1	12%&4%	nt	nt	3%&0%	nt	nt	nt
C#C[C@@]1(O)CC[C@@H]2[C@@H]3CCC4=CC(=O)CC[C@@H]4[C@H]3CC[C@]21CC	2%[16.9 µM]	nt	nt	4%[17 µM]	nt	nt	nt
C=C1c2cccc(O)c2C(O)=C2C(=O)[C@]3(O)C(O)=C(C(N)=O)C(=O)C(N(C)C)C3C(O)C12 (some centres undefined)	3%	nt	nt	?	nt	nt	nt
CCCC[C@H](O)c1ccccc1	-24%	nt	nt	4%	nt	nt	nt
COc1nccc(-c2c(-c3ccc(F)cc3)ncn2C2CCC(O)CC2)n1 (centres undefined)	?	nt	nt	-12%	nt	nt	nt
CCOC(=O)[C@H](CCc1ccccc1)N[C@H]1CS[C@H](c2cccs2)CN(CC(=O)O)C1=O	15%	nt	nt	-2%	nt	nt	nt
Cc1ccc(S(=O)(=O)NC(=O)NC2CCCCC2)cc1	8%	nt	nt	-2%	nt	nt	nt
CC(=O)OCC(=O)[C@@]1(O)CC[C@@H]2[C@H]3CCC4=CC(=O)C=C[C@]4(C)[C@]3(F)[C@@H](O)C[C@@]21C	-4%[2.98 µM]	nt	nt	-9%[17 µM]	nt	nt	nt
CCCCC(=O)O[C@@]1(C(=O)CO)C(C)CC2C3CCC4=CC(=O)C=C[C@@]4(C)[C@]3(F)C(O)C[C@]21C (some centres undefined)	-36%	nt	nt	-5%	nt	nt	nt
C[C@H](O)CN(C)C	-3%	nt	nt	-6%	nt	nt	nt
CCN(CC)CCNC(C(=O)OCCC(C)C)c1ccccc1 (centres undefined)	-8%[10 µM]	nt	nt	3%	nt	nt	nt
O=C(c1ccccc1)c1ccc2n1CC[C@H]2C(=O)O	10%[2.98 µM]	nt	nt	15%[17 µM]	nt	nt	nt
CC=CC1=C(C(=O)O)N2C(=O)[C@H](NC(=O)[C@H](N)c3ccc(O)cc3)[C@@H]2SC1	15%	nt	nt	5%	nt	nt	nt
CCNC(=O)NCc1cccc(Cl)c1	2%	nt	nt	-10%	nt	nt	nt
CNC1C(O)C2OC3OC(C)CC(=O)[C@@]3(O)O[C@H]2[C@H](NC)C1O (some centres undefined)	23%	nt	nt	-1%	nt	nt	nt
Cc1c(Cn2ccnc2)c2ccccc2n1CCC(=O)O	-4%	nt	nt	3%	nt	nt	nt
CCN(CC)C(=O)Nc1ccc(OC[C@H](O)CNC(C)(C)C)c(C(C)=O)c1	9%	nt	nt	5%	nt	nt	nt
CC[C@H](NC(C)C)[C@H](O)c1ccc(O)c2[nH]c(=O)ccc12	1%[10 µM]	nt	nt	-9%&2%	nt	nt	nt
COc1c(O)cc2c(c1O)C1OC(CO)C(O)[C@H](O)[C@H]1OC2=O (some centres undefined)	-9%	nt	nt	3%	nt	nt	nt

Next section (four carried over from the part before).
SMILES	RORg inh	Rab9 prom act	FLuc counter	VP16 counter	BRCA1 expr up	uPA generation	NPC1 prom act
Cc1c(Cn2ccnc2)c2ccccc2n1CCC(=O)O	-4%	nt	nt	3%	nt	nt	nt
CCN(CC)C(=O)Nc1ccc(OC[C@H](O)CNC(C)(C)C)c(C(C)=O)c1	9%	nt	nt	5%	nt	nt	nt
CC[C@H](NC(C)C)[C@H](O)c1ccc(O)c2[nH]c(=O)ccc12	1%[10 µM]	nt	nt	-9%&2%	nt	nt	nt
COc1c(O)cc2c(c1O)C1OC(CO)C(O)[C@H](O)[C@H]1OC2=O (some centres undefined)	-9%	nt	nt	3%	nt	nt	nt
C=CCN1CC(C(=O)N(CCCN(C)C)C(=O)NCC)CC2c3cccc4[nH]cc(c34)CC21 (centres undefined)	-3%	nt	nt	2%	nt	nt	nt
CC1CC2C3CCC4=CC(=O)C=C[C@]4(C)[C@@]3(Cl)C(O)C[C@]2(C)C1(OC(=O)c1ccco1)C(=O)CCl (some centres undefined)	16µM*	nt	nt	2%	nt	nt	nt
CN[C@H]1[C@@H](O)[C@@H](NC)[C@@H]2O[C@@]3(O)C(=O)C[C@@H](C)O[C@H]3O[C@H]2[C@H]1O	10%[2.98 µM]	nt	nt	-1%[17 µM]	nt	nt	nt
COc1ccc(-c2cc(=S)ss2)cc1	?	nt	nt	7%	nt	nt	nt
CN1CCO[C@H](c2ccccc2)c2ccccc2C1	5%[2.98 µM]	nt	nt	-14%[17 µM]	nt	nt	nt
CC(C)COC(=O)c1ccc(N)cc1	3%[10 µM]	nt	nt	16%	nt	nt	nt
CN=C(NC#N)Nc1ccc(C2=NNC(=O)C[C@@H]2C)cc1	-1%	nt	nt	-9%	nt	nt	nt
O=C(CCCCCn1c(=O)c2sccc2n(CC(=O)Nc2cccc(Cl)c2)c1=O)NCc1ccc2c(c1)OCO2	nt	nt	-10%	nt	nt	nt	nt
O=C(Cn1c(=O)n(Cc2ccco2)c(=O)c2oc3ccccc3c21)Nc1ccccc1	nt	nt	-2%	nt	nt	nt	nt
O=C(CSc1nc2ccccc2n1Cc1cccc(Cl)c1)N1CCN(c2ccc(F)cc2)CC1	nt	nt	-2%	nt	nt	nt	nt
COc1ccc(-c2cn3cccnc3n2)cc1NC(=O)c1cc(C)cc(C)c1	nt	nt	?	nt	nt	nt	nt
COc1ccc(Cn2c(SCc3ccc(C(=O)NC4CCCC4)cc3)nc3ccncc32)cc1	nt	nt	?	nt	nt	nt	nt
Cc1nc2c(-c3ccccc3)c(C)[nH]n2c(=O)c1Cc1ccc(Br)cc1	nt	nt	-6%	nt	nt	nt	nt
Cc1cccc(N2CCN(C(=O)CCC(=O)NNc3nc4ccccc4c4nc(C)nn34)CC2C)c1 (centres undefined)	nt	nt	-14%	nt	nt	nt	nt
COc1ccc(CC(=O)Nc2c(C(=O)N3CCN(c4ccccc4F)CC3)oc3ccccc23)cc1OC	nt	nt	-15%	nt	nt	nt	nt

Ordered by length of the SMILES (descending): part of the list above.
SMILES	RORg inh	Rab9 prom act	FLuc counter	VP16 counter	BRCA1 expr up	uPA generation	NPC1 prom act
CN[C@H]1[C@@H](O)[C@@H](NC)[C@@H]2O[C@@]3(O)C(=O)C[C@@H](C)O[C@H]3O[C@H]2[C@H]1O	10%[2.98 µM]	nt	nt	-1%[17 µM]	nt	nt	nt
COc1ccc(-c2cn3cccnc3n2)cc1NC(=O)c1cc(C)cc(C)c1	nt	nt	?	nt	nt	nt	nt
COc1ccc(-c2cc(=S)ss2)cc1	?	nt	nt	7%	nt	nt	nt

Next part.
SMILES	RORg inh	Rab9 prom act	FLuc counter	VP16 counter	BRCA1 expr up	uPA generation	NPC1 prom act
CC(O)CNC(=O)C(=O)Nc1c2c(nn1-c1ccc(Cl)cc1)CSC2 (centres undefined)	nt	nt	?	nt	nt	nt	nt
CCCCN(CCCC)CC(O)c1cc(Cl)cc2c1-c1ccc(Cl)cc1C2=Cc1ccc(Cl)cc1 (centres undefined)	nt	nt	nt	nt	-30%	nt	nt
CC12CCC(=O)C=C1CCC1C2CCC2(C)C1CCC2(O)C(=O)CO (centres undefined)	nt	nt	nt	nt	-11%	-16%	nt
CCOC(=O)[C@H](CCc1ccccc1)N[C@@H](C)C(=O)N1Cc2ccccc2C[C@H]1C(=O)O	nt	nt	nt	nt	0%	-7%	nt
CCCCn1cnc2cc(NCc3ccccc3Cl)ccc21	nt	nt	24µM*	nt	9%	nt	nt
COCCn1c(SCC(=O)Nc2ccc(F)c(Cl)c2)nc2c(oc3ccccc32)c1=O	nt	nt	-6%	nt	11%	nt	nt
COc1cc(C(c2c(C)[nH][nH]c2=O)c2c(C)[nH][nH]c2=O)ccc1OC(=O)c1cccc(C)c1	nt	nt	?	nt	0%	nt	nt
COc1ccc(-n2nc3c(N4CCCC(C(=O)NCc5ccccc5C)C4)nnc(C)c3c2C)cc1 (centres undefined)	nt	-1%	1%	nt	nt	nt	0%

Not all compounds are listed. The share of hits here may be higher or lower than overall.
